Screens from PubChem.
AI-2 QS modul = modulators of Vibrio harveyi AI-2 quorum sensing system; Vibrio harveyi JMH597 AI-2 luminescence/OD600 ratio, 9 h; active compounds read low; strain lacks LuxN and CqsS sensors; 0 = neutral-control median; activity change, % at 7.5 µM; actives 0.4% (n = 300,000); AID 2094; in the data active means activity change below about -75%, passing the limit was not always enough; inconclusive means no clear call, values can overlap the other calls;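 further: luminescence divided by OD600 gain over 9 h not by final OD600 alone; inactives centre near 13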
GSK3 alpha inh = human GSK-3 alpha kinase inhibition | inhibition, % at 10 µM | actives 0.1% (n = 320,000) | ADP-Glo luminescence, 60 min | AID 2650;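 in the data active means inhibition above about 50%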;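 further: GST-tagged GSK-3 alpha with peptide substrate and 25 µM ATP; 0% = DMSO neutral wells and 100% = GW8510 positive control wells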
HSP90 inh = inhibitors of HSP90 luciferase refolding in rabbit reticulocyte lysate; actives 0.91% (n = 290,000); inhibition, % at 5.6 µM; AID 1789; luciferase refolding luminescence, 3 h;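 active means inhibition above the screen-wide mean plus 3 SD, computed separately per campaign, cut at about 16% in these data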;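 further: 0% = DMSO wells and 100% = 60 µM geldanamycin wells; inhibitors lower the luminescence because luciferase stays unfolded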
HDAC3 inhib = blocks human histone deacetylase 3; recombinant HDAC3, fluorogenic peptide/trypsin coupled, fluorescence; inhibition, % at 8.3 µM; actives 0.15% (n = 320,000); in the data active means inhibition above about 26%, passing the limit was not always enough; inconclusive means no clear call, values can overlap the other calls
Target sequence (O15379 whole entry, looked up): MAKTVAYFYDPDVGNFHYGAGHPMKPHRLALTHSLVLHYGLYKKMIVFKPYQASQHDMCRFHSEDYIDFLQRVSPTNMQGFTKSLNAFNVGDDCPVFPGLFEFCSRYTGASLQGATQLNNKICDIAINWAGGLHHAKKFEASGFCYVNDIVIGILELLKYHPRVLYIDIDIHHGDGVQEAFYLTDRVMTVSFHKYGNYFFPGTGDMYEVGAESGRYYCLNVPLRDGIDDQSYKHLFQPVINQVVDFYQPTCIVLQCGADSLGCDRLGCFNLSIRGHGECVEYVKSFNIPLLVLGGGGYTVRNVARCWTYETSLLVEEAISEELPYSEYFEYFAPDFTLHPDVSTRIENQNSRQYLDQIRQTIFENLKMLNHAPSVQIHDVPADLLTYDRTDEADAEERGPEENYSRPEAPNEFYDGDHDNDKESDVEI
HSF1 activator = increases HSF-1 driven luciferase reporter signal | activation, % at 9 µM | NIH3T3-HGL HSF-1 luciferase reporter, MG132, 8 h; 100% = twice DMSO control signal | AID 504408 | actives 1.7% (n = 300,000);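 active means mean replicate activation of at least 50% with a set share of replicates each reaching 50%; inconclusive means only one of those two conditions met; inactive means mean below 50% and too few replicates reaching it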;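 further: 0% = median of the neutral control wells and 100% = twice that signal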
HSF1 inhib = HSF1 inhibition | activity change, negative = inhibition, % at 7.5 µM (by protocol) | AID 2098 | NIH3T3-HGL HSE-luciferase, MG132-induced, luminescence 8 h; active compounds read low | actives 0.77% (n = 300,000);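 active means more than half of replicate wells show activity change below -50%, luminescence cut by over half; inconclusive means some wells, but at most half, below -50%; inactive means no replicate well below -50%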;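 further: luciferase reports HSF-1 transcriptional activity via heat shock element; 0% = median of DMSO wells and -100% = zero luminescence signal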
DYRK1A inh = blocks rat Dyrk1A kinase activity; inhibition, % at 12.5 µM; ADP-Glo luminescence, NFATc1 peptide; AID 504441; actives 0.43% (n = 310,000); Q63470; in the data active means inhibition above about 50%;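 further: plate controls were vehicle with enzyme for no effect and no enzyme for full effect; many of its hits are not listed in these tables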
PolyA inh = blocks polyadenylation in yeast reporter cells; S. cerevisiae SKY197-pL101 polyadenylation reporter, beta-gal luminescence; efflux-impaired pdr1/pdr3 knockout yeast; score 100 = 6 SD above DMSO; calls only at 12 µM; AID 1875; actives 0.02% (n = 300,000);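 active means lowest replicate activity score at least 50, where 100 means six control SD above control mean; inconclusive means lowest score under 50 but half or more replicates reach 50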;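 further: yeast exposed to compound for 9 h at 30 °C; higher score means more reporter readthrough which indicates perturbed polyadenylation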
Platelet DG rel = platelet dense granule release activity; human platelet-rich plasma, SFLLRN dense granule ATP release, luminescence; inhibition, %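 (compounds screened at 7.5 µM in platelet-rich plasma)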; actives 0.22% (n = 300,000);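 active means mean replicate score, as percent of positive control, at or above 50; inconclusive means mean below 50 but at least one replicate at or above 50; inactive means mean and every replicate below 50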
GSK3beta inhib = blocks human GSK3beta kinase activity | P49841 | GST-GSK3beta kinase, ADP-Glo luminescence, 60 min; active compounds read low | activity score (negative = inhibition), % at 10 µM | actives 0.038% (n = 300,000) | AID 2097;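 active means more than half of replicate wells score below -50%, meaning over 50% inhibition versus plate controls; inconclusive means some replicates but at most half score below -50%; inactive means no replicate scores below -50%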;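 further: 0% = median DMSO wells and -100% = median GW8510 positive control wells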
Target sequence (P49841 whole entry, looked up): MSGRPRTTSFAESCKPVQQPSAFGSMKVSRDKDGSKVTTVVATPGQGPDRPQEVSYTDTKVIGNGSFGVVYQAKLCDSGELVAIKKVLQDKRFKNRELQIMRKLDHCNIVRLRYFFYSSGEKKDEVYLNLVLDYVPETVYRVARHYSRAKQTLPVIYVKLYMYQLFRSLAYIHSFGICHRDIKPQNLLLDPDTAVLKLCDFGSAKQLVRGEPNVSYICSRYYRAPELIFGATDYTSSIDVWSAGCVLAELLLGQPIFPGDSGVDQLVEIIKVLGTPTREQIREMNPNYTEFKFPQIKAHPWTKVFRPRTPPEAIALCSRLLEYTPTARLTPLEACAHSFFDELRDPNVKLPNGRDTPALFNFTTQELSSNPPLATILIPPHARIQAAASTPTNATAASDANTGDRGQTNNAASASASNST
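Assay system: GST-fused GSK3beta enzyme, cell-free / Medium: Tris pH 7.5 buffer with MgCl2, DTT, BSA, heparin / Also added: peptide substrate plus 25 µM ATP (final) / Compound: 10 µM single point / Timing: kinase reaction with compound 60 min at room temperature / Detection: ADP-Glo luminescence / Benchmarks: DMSO neutral wells and GW8510 at 20 µM as positive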
* hit, by the source's call; i = inactive; u = inconclusive; x = not tested or not shown.

SMILES	AI-2 QS modul	GSK3 alpha inh	HSP90 inh	HDAC3 inhib	HSF1 activator	HSF1 inhib	DYRK1A inh	PolyA inh	Platelet DG rel	GSK3beta inhib
CCc1c(C2(O)CCCCC2)[nH]c2ccc(C(F)(F)F)cc12	-6	-1	0	u	-23	-3	7	i	4	-1
Cc1c(NC2(C#N)CCCCC2)c(=O)n(-c2ccccc2)n1C	27	-2	-5	3	3	-4	-2	i	3	2
COc1ccc2c(C(=O)CN3CCSCC3)c[nH]c2c1	16	3	6	-2	9	6	3	i	0	-12
O=C(CCN1CCN(c2ccccc2F)CC1)Nc1ccccc1Cl	47	4	-2	0	13	-4	9	i	-7	12
Brc1ccc(Nc2nc(-c3cccnc3)cs2)cc1	1	0	1	3	4	-3	x	i	7	1
CCn1nc([N+](=O)[O-])c(C(C#N)c2nc3cc(C(F)(F)F)ccc3s2)c(Cl)c1=O (stereo not given)	28	1	3	5	64*	57	9	i	2	-3
CC(C)(C)OC(=O)N1CCC(c2c(C(=O)NCC3CCN(C4CCCC4)C3)cnn2-c2ccccc2)CC1 (stereo not given)	4	1	2	0	8	1	-1	i	8	0
CCN1CCN(CCCNC(=O)CN2C(=O)c3cccnc3Oc3ccc(Cl)cc32)CC1	-2	1	-1	4	4	1	4	i	-15	-1
C=CCN1C(=O)C2(/C(=C(\O)c3ccc4c(c3)OCCO4)C(=O)C(=O)N2CCCOC)c2ccccc21 (stereo not given)	37	-1	0	2	6	-2	-38	i	-1	-1
COc1ccccc1NC(=O)/C(=C/c1cccs1)NC(=O)c1ccco1	1	-1	-1	2	-26	-6	7	i	-6	3
CC(=O)c1cccc(NC(=O)Nc2cccs2)c1	0	2	4	8	20	17	53*	i	2	-3
CCCOc1ccc(C2C(C(=O)c3cc4ccccc4o3)=C(O)C(=O)N2c2cc(C)on2)cc1OC (stereo not given)	31	-2	-3	5	12	11	-1	i	1	-3
COC(=O)c1ccc(CC(=O)c2nc3ccccc3s2)cc1	23	x	2	x	x	x	1	i	2	-23
Cc1ccc(C(=O)NCC(=O)OCC(=O)NCCNC(=O)COC(=O)CNC(=O)c2ccc(C)cc2)cc1	27	5	x	3	-9	-7	-4	i	5	-4
COc1ccc(-n2ncc3c(NCc4cccs4)ncnc32)cc1	33	-1	-1	-5	47	23	x	i	0	3
CC1CCN(S(=O)(=O)c2ccc(NC(=O)Cc3ccccc3)cc2)CC1	-12	-6	3	9	10	2	43	i	-7	1
COc1ccc(Nc2ncc3c(n2)CC(c2ccc(C)cc2)CC3=O)cc1 (stereo not given)	11	-5	-1	2	-1	0	x	i	-2	1
CC(C)(C)NCc1ccccc1OCc1cccs1	26	-3	1	-4	-10	-5	-3	i	16	-2
CCC(=O)NC(c1ccccc1Cl)c1c(O)ccc2ccccc12 (stereo not given)	6	-3	-7	-5	9	13	-7	i	5	1
COc1ccc(NC(=O)CN2CCC(NC(=O)c3ccc(OC)cc3)CC2)cc1	0	1	-5	-16	-4	-2	4	i	-4	-1
Cn1c(COc2ccccc2)nnc1SCC(=O)c1cccc([N+](=O)[O-])c1	1	-4	-3	-4	32	9	5	i	4	-4
O=C(CCc1ccccc1)NC(NC(=S)Nc1cccc(Cl)c1)C(Cl)(Cl)Cl (stereo not given)	39	-3	1	-1	-6	1	-7	i	-4	1
c1ccc(SCCOCCn2cncn2)cc1	-9	-1	-1	u	-24	-5	-4	i	-1	-1
Cn1c(=O)c2c(nc(Sc3ncccn3)n2Cc2ccccc2Cl)n(C)c1=O	1	-3	4	-2	42	10	2	i	-7	-2
CCOc1ccc(N/C(C)=C/C(=O)c2ccc3c(c2)OCCO3)cc1	23	3	-3	11	3	-4	-9	i	-2	5
CCc1ccc(/C=C2\Oc3c(ccc(O)c3CN3CCN(CCO)CC3)C2=O)cc1	9	12	3	7	5	7	4	i	5	-3
Nc1ncnc2c1ncn2[C@@H]1O[C@H](CO)C[C@@H]1O	22	8	0	-2	-17	-9	x	i	3	-4
Cc1cccc(CN2CCN(Cc3cccc4nonc34)CC2CCO)n1 (stereo not given)	12	-4	-1	u	2	2	2	i	-6	1
COc1cccc(C2CC(c3ccc(C)cc3)Nc3nc(N)nn32)c1 (stereo not given)	23	0	-4	-9	4	-3	11	i	17	2
CCC(C)(C)n1nnnc1C(c1cc(OC)c(OC)c(OC)c1)N1CCN(c2ccccc2)CC1 (stereo not given)	23	0	6	-9	24	-1	-2	i	0	6
Cc1nn(CCOc2ccc(Br)cc2)c(C)c1[N+](=O)[O-]	20	2	-3	u	18	8	-6	i	3	-1
CC(C)CC(=O)NC(=S)Nc1cccc(NC(=O)c2ccccc2Cl)c1	14	-1	-2	9	-15	-1	7	i	-5	3
CN(C)CCCN(C(=O)c1cc(Cl)sc1Cl)c1nc2cc3c(cc2s1)OCO3	8	5	4	x	-4	-6	-1	i	-13	4
O=C1CC(c2ccc(F)c(Br)c2)C2=C(CCCC2=O)N1 (stereo not given)	16	-1	-1	2	-1	-1	2	i	2	2
CCN(CC)Cc1c(C(=O)N/N=C/c2cccc(OCc3ccc(F)cc3)c2)nnn1-c1nonc1N	13	-2	-4	-1	-7	-3	x	i	-2	-1
Cc1ccc(C(=O)NC2c3ccccc3-c3ccccc32)cc1	37	0	1	-2	-15	-8	2	i	1	2
CCC(C)C(NC(N)=O)C(=O)Nc1ccc(S(=O)(=O)Nc2ccc(OC)cc2)cc1 (stereo not given)	24	1	2	1	-8	-1	-4	i	-2	-2
O=C(CSc1nnc(-c2ccc3c(c2)OCCO3)o1)N1CCCC1	7	7	11	-3	45	20	4	i	-17	2
Cc1cccc(C(=O)Oc2ccc(/C=N/O)cc2)c1	-7	-1	1	3	-1	5	9	i	3	5
COc1ccc(/C=C/C(=O)Nc2sc(Cc3ccccc3)c(C)c2C(N)=O)cc1	33	0	-2	0	24	2	-1	i	-11	3
CCOC(=O)/C(C#N)=C1/C=CN(c2ccc(C)cc2)C=N1	25	-4	-2	11	9	9	1	i	0	1
Cc1cccc(OC(=O)NCCOC(=O)N(O)c2ccc(Cl)cc2)c1	1	-3	7	5	33	18	5	i	6	1
O=C(O)c1c(F)c(F)c(F)c(F)c1-c1ccc(Cl)cc1	19	-2	-1	-1	-33	-25	5	i	-21	3
COc1ccccc1C(=O)NC(C)c1cccc2ccccc12 (stereo not given)	10	-1	2	-2	4	-3	-4	i	-13	3
COc1cc2c(c(OC)c1OC)-c1ccc(NC(=O)c3ccccc3)c(=O)cc1[C@@H](NC(C)=O)CC2	15	-1	1	14	-1	-12	2	i	3	2
COc1ccc([N+](=O)[O-])cc1NC(=O)CSCc1cc(C)cc(C)c1	23	-3	-4	6	49	7	4	i	14	8
COC(=O)c1sc(NC(=O)c2ccc(C)o2)nc1C	1	-1	10	0	-3	20	0	i	u	1
CSc1ccccc1NC(=O)COc1ccc(Cl)cc1C	14	5	-5	4	14	14	2	i	27	1
CN(C)S(=O)(=O)Oc1ccccc1C(=O)Nc1ccc(F)cc1	-3	-2	-5	-4	-6	5	-2	i	8	3
CC1CC(C)CN(C(=O)Cc2c(C(=O)O)[nH]c3ccc(Cl)cc23)C1 (stereo not given)	20	-7	2	1	7	-7	0	i	2	5
(continued)
SMILES	AI-2 QS modul	GSK3 alpha inh	HSP90 inh	HDAC3 inhib	HSF1 activator	HSF1 inhib	DYRK1A inh	PolyA inh	Platelet DG rel	GSK3beta inhib
Cc1cccc(C(=O)NC(=S)NNC(=O)c2ccc(Cl)cc2)c1	56	-3	-2	6	22	12	-3	i	-11	-4
Clc1ncnc2scc(C3COc4ccccc4O3)c12 (stereo not given)	19	1	-1	2	58*	21	5	i	5	0
O=C(CNCCc1ccccc1)Nc1ccc(C(=O)N2CCCCC2)cc1	7	2	4	2	3	0	-8	i	-4	-2
COc1ccc(Cc2nnc(Nc3ccc4c(c3)OCCO4)[nH]c2=O)cc1	14	-1	4	3	-1	-10	-3	i	-3	-3
COc1cc(C(=O)NCC(=O)N2CC=C(c3ccccc3)CC2)cc(OC)c1OC	23	-1	x	4	-7	0	-1	i	2	-2
O=c1ccc(Br)c[nH]1	19	3	-2	8	-12	-4	2	i	2	2
O=C(CCc1ccccc1)Nc1ccc(N2CCOCC2)cc1	31	2	2	5	x	x	-6	i	-10	2
COCCCN(C(=O)Nc1cccc(Cl)c1)C(C)c1ccccn1 (stereo not given)	18	1	2	2	7	7	-3	i	1	1
Cc1cc(NS(=O)(=O)c2ccc(NC(=O)COc3ccc(Cl)cc3)cc2)no1	-87*	-4	9	-4	12	-3	1	i	-1	1
CCn1cc(C(=O)NCCCN2CCCC(C)C2)c(=O)c2cc(S(=O)(=O)N3CCOCC3)ccc21 (stereo not given)	x	0	0	5	-55	-43	3	i	12	0
O=C(Cc1ncc(C(F)(F)F)cc1Cl)Nc1cccc(Br)c1	-66	1	2	5	-6	-8	x	i	2	-5
COC(=O)c1ccc(OCC(O)CN2CCc3cc(OC)c(OC)cc3C2c2ccccc2)cc1 (stereo not given)	23	0	3	-7	-3	-3	2	i	1	0
CCc1nn(CC(=O)Nc2cc(C)ccc2C)c(=N)s1	7	2	7	1	-6	-2	-4	i	30	-1
O=C(NN=C1CCCCCC1)c1ccc(Br)o1	13	1	3	-2	26	10	-3	i	-28	2
COc1ccc(NC(=O)CN(C)C(=O)c2ccccc2Sc2ncnc3sc(C)c(C)c23)cc1	-1	0	x	4	14	-6	x	i	-4	-1
O=C(Nc1ccccc1-c1ccccc1)c1cnccn1	9	5	-2	-1	8	-4	12	i	-2	3
COc1ccccc1NC(=O)CCNC(=O)c1ccc(C)cc1	13	-5	0	0	17	-3	-1	i	-7	2
c1ccc(CCc2nc(-c3ccncc3)no2)cc1	-60	0	3	2	8	1	-6	i	-3	-1
COc1ccc(N(CC(=O)N2CCN(c3ccc(F)cc3)CC2)S(=O)(=O)c2c(C)noc2C)cc1	7	-3	-1	-4	1	-5	-8	i	7	4
O=C(CSc1nnnn1-c1ccc(F)cc1)NNC(=O)c1ccco1	19	1	0	x	1	0	-7	i	-3	1
Cc1ccc(CNC(=O)Nc2ccc3c(c2)N(C)C(=O)CS3)cc1	-78*	3	1	2	4	5	6	i	-7	8
CC(=O)Nc1cccc(C(=O)N2CCN(Cc3ccccc3)CC2)c1	10	x	3	5	13	6	-7	i	-3	0

2 records picked at random from those above:
SMILES	AI-2 QS modul	GSK3 alpha inh	HSP90 inh	HDAC3 inhib	HSF1 activator	HSF1 inhib	DYRK1A inh	PolyA inh	Platelet DG rel	GSK3beta inhib
O=C(Cc1ncc(C(F)(F)F)cc1Cl)Nc1cccc(Br)c1	-66	1	2	5	-6	-8	x	i	2	-5
O=C(CCc1ccccc1)NC(NC(=S)Nc1cccc(Cl)c1)C(Cl)(Cl)Cl (stereo not given)	39	-3	1	-1	-6	1	-7	i	-4	1

Only part of the results is shown. The share of hits here may be higher or lower than overall.
